E-selectin induc: E-selectin induction on HUVECs; P16581; HUVEC E-selectin immunofluorescence imaging; normalized: neutral wells 0, TNF-alpha wells 100; activation, % at 7.58 µM; hit rate 0.37% among 260,000; AID 686992;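 active = mean E-selectin-positive cell signal at least 10% of the positive control, reached in at least 60% of replicates, without over 20% cell loss; inconclusive = no rule given, readout overlaps actives, possibly toxicity-flagged; inactive = the rest, including those meeting only one limit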;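 also: in these data hits start at about 27%; measured in HUVEC primary endothelial cells; signal is the percent of cells scored E-selectin positive by PE staining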
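Material: HUVEC primary endothelial cells; Amount: 3,000 cells per well; Dosing: single concentration; Medium: EGM-2 growth medium on 0.1% gelatin-coated wells; Read-out basis: percent E-selectin-positive cells; Signal: immunofluorescence imaging; Control set: TNF-alpha, DMSO.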
DENV2 CPE: inhibitors of DENV2 cytopathic effect. DENV2-infected cells, cytopathic effect rescue, plate reader. CPE inhibition, % at 9.99 µM. hit rate 1.7% among 350,000. AID 651640; in the data active = CPE inhibition above about 20%, passing the limit was not always enough; inconclusive = no clear call, values can overlap the other calls; tested in BHK-21 cells;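 also: 0% = median of neutral control wells and 100% = median of positive control wells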
CFTR F508del cor: correctors of CFTR F508del function in bronchial epithelial cells; hit rate 0.36% among 350,000; activity (quench increase), % at 7.58 µM; AID 720511; CFBE cells, YFP halide quenching; stimulated with forskolin plus potentiator P3; % fluorescence drop versus neutral controls;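 active = mean added fluorescence quench of at least 8% versus neutral control, with both replicates also reaching 8%; inconclusive = only one of the mean or replicate conditions met; inactive = mean below 8% and not both replicates reaching 8%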;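 also: cells transiently co-express mutant CFTR-F508del with the halide-sensitive YFP; corrector assay measuring rescue of mutant channel to the surface after 24 h compound exposure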
RAD54 inh: blocks human RAD54 Holliday junction branch migration. FAM/BHQ fluorescence. inhibition, % at 10.4 µM. hit rate 0.14% among 360,000. AID 602329;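 active = mean normalized replicate activity at least 40 and at least half of replicates scoring 40 or more; inconclusive = only one of the two criteria met; inactive = mean below 40 and under half of replicates reaching 40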;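 also: 0% = median of neutral control wells and 100% = median of positive control wells; inhibitors cause a drop in the FAM fluorescence signal; in these data hits start at about 50%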
Target sequence (Q92698 whole entry, looked up): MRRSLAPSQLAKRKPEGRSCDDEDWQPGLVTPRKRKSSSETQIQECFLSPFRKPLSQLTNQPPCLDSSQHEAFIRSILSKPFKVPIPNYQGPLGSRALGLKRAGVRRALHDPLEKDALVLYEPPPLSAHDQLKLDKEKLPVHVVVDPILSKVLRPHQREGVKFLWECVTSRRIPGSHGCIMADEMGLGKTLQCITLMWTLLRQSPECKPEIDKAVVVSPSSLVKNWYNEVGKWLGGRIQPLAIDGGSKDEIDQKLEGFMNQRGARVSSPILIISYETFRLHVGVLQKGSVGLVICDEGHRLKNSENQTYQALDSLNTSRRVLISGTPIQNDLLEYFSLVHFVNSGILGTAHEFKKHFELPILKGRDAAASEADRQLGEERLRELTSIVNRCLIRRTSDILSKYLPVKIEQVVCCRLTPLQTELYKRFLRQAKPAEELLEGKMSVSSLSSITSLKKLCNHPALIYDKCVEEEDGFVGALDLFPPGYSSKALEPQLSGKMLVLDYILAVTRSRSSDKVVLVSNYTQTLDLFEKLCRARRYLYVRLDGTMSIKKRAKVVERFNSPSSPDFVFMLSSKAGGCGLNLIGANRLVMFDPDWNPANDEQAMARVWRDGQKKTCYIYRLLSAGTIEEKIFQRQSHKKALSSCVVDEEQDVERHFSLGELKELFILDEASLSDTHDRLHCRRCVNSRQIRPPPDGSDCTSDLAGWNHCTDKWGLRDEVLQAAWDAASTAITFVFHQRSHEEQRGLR
Xi reactivation: X-chromosome reactivation activator; hit rate 0.055% among 360,000; AID 743238; XiGFP mouse fibroblasts, % GFP-positive cells imaging, 3 d; cells co-treated with 5-aza-dC sensitizer; scaled so ellipticine positive control = 100%; activation, % at 7.58 µM;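 active = mean normalized replicate activation at least 10% and every replicate at or above 10%; inconclusive = only one of the two criteria met; inactive = mean below 10% and not all replicates reach 10%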;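 also: 0% = median of on-plate neutral control wells and 100% = ellipticine 6 µM median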
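Schedule: 3 d treatment, 15 min room-temperature fixation; system: 68-5-11 XiGFP fibroblast line; buffer or medium: DMEM plus 5-aza-dC sensitizer; control set: ellipticine 6 µM positive control; compound: one concentration, pinned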
RAD52 inh: RAD52 (human) annealing inhibition; hit rate 0.46% among 360,000; AID 651710; recombinant RAD52 DNA annealing, FRET fluorescence; inhibition, % at 18.7 µM; P43351;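 active = every replicate showing at least 50% inhibition; inconclusive = mean inhibition at least 50% but not in every replicate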
INS-1E GSIS act: primary screen for activators of insulin secretion dependent on glucose, INS-1E cells, GLuc reporter luminescence; activation, % at 16.6 µM; hit rate 0.61% among 370,000; INS-1E GLuc reporter insulin secretion, 2-3 h;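 active = lowest replicate activation of at least 40%, so every replicate reaches that level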;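 also: 0% = median of neutral control wells and 100% = median of IBMX positive control wells; some compounds called inactive have numbers as strong as hits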
CASP6 VEID inh: inhibitors of human caspase-6; hit rate 0.53% among 350,000; P55212; inhibition, % at 12.5 µM; purified caspase-6, Z-VEID-R110 cleavage fluorescence;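 active = mean inhibition across replicates at least about 35%, with every replicate also reaching that limit, limit read from the data; inconclusive = only one of the two criteria met; inactive = neither criterion met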;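 also: 0% = median of neutral control wells and 100% = no fluorescence left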
Target sequence (P55212 24-179 limits assumed): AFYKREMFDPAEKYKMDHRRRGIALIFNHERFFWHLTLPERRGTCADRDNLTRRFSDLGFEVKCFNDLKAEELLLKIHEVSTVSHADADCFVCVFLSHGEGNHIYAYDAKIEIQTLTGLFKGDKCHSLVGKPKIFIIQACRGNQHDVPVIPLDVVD
Target sequence (P55212 194-293 limits assumed): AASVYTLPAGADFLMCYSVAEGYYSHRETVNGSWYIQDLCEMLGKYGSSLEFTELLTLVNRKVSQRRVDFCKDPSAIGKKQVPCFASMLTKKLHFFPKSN
* hit, by the source's call; ? = inconclusive; · = no result given; & = joins results of further samples. Hits appear at their usual frequency; about 3.7% have a hit in one of these screens.

smiles,E-selectin induc,DENV2 CPE,CFTR F508del cor,RAD54 inh,Xi reactivation,RAD52 inh,INS-1E GSIS act,CASP6 VEID inh
C#Cc1ccc([C@@H]2C=C(C(=O)O)O[C@H](OCCCCO)C2)cc1,2.2,1,-1.1,9,0.2,-9,-2,18
O=C(CSc1nc(=O)n(CCCN2CCOCC2)c2c1CCC2)Nc1ccccc1F,2.6,3,-1.5,-9,0.0,-10,0,2
CCCCC(=O)Nc1ccc(NCc2ccc(C)s2)cc1,-0.2,7,-1.6,11,0.0,-17,-47,-1
C[C@H]1CN([C@@H](C)CO)C(=O)c2cc(C#Cc3ccccc3F)cnc2O[C@@H]1CN(C)C(=O)C1CC1,0.3,0,-1.8,2,-1.1,1,-10,3
CCCCN1CC(=O)N2[C@H]3c4cc(Cl)ccc4OC[C@@H]3[C@H](c3ccccc3)[C@]2(C)C1=O,-0.1,?,-2.3,-10,0.1,-17,-11,1
COc1ccc(S(=O)(=O)Nc2ccccc2C(=O)N2CCCC2)cc1C,·,-2,0.5,·,0.0,0,-5,2
COc1ccccc1NC(=O)CCN1C(=O)C2C3CCC(C3)C2C1=O (centres undefined),0.6,-10,0.2,1,0.0,-15,8,3
CCOCCCNC(=O)c1ccc(-n2c(=S)[nH]c3ccccc3c2=O)cc1,-0.1,11,-2.5,-7,0.0,-16,8,9
O=[N+]([O-])c1ccccc1S(=O)(=O)NCc1cccnc1,-0.7,4,2.1,·,0.0,-16,-1,1
CCCCC(=O)Nc1nnc(C2=COCCO2)o1,0.6,-7,-1.4,15,0.0,4,-6,-2
COCc1ccc(-c2c(-c3ccsc3)oc(=O)c3cc(OC)c(OC)cc23)cc1,0.0,16,3.0,-3,0.0,-2,3,-3
CCOC(=O)Oc1c(OC)cc(C(=O)O[C@@H]2C[C@@H]3CN4CCc5c([nH]c6cc(OC)ccc56)[C@H]4C[C@@H]3[C@H](C(=O)OC)[C@H]2OC)cc1OC,?,?,-1.6,-2,0.2,-38,·,-1
COc1ccccc1N1CCN(C(=O)CCc2c[nH]c3ccccc23)CC1,4.9,-5,1.1,·,-0.6,-13,27,1
NC(=O)c1ccc(NC(=O)CSc2nncn2-c2ccccc2)cc1,·,7,-0.1,4,0.0,-17,17,0
COc1ccc(S(=O)(=O)Nc2ccc3c(c2)CC(=O)N([C@@H](C)CO)C[C@@H](C)[C@@H](CN(C)S(=O)(=O)c2cccs2)O3)cc1,-0.1,7,-0.1,1,0.0,5,2,0
C#CCOCCOCCOCCNc1nc(N2CCN(C(=O)[C@H](CCCCN)n3cc([C@@H](N)CC(N)=O)nn3)CC2)nc(N2CCN(C(=O)[C@H](CCCCN)n3cc([C@@H](N)CC(N)=O)nn3)CC2)n1,0.1,2,1.2,-21,0.3,61*,3,-327
O=C(CS(=O)(=O)Cc1ccccc1)Nc1ccccc1Cl,13,-7,·,·,0.0,-6,4,-1
O=C(Nc1ccc2[nH]ncc2c1)c1ccc(F)cc1,·,15,-1.3,5,0.1,-10,-1,-1
O=C(O)C[C@H]1CC[C@H](NC(=O)c2ccncc2)[C@@H](CO)O1,12,-4,-2.0,5,-0.1,-2,9,0
C[C@H]1CN([C@@H](C)CO)S(=O)(=O)c2ccc(C#Cc3cccnc3)cc2O[C@H]1CN(C)CC1CC1,0.6,·,0.7,·,-1.3,·,5,·
Cc1ccc(NC(=O)Cn2c(O)c(N=NC(=O)c3cc4ccccc4cc3O)c3ccccc32)cc1,-0.1,·,-7.4,-2,0.0,·,0,·
COCCN(C(=O)COC(=O)C1COc2ccccc2O1)c1c(N)n(Cc2ccccc2)c(=O)[nH]c1=O (centres undefined),0.8,8,-1.2,·,-0.1,-10,5,3
COC(=O)C[C@H]1C=C[C@H](NC(=O)Nc2ccccc2F)[C@@H](CO)O1,-0.2,?,-3.6,·,0.1,-13,17,5
COc1cccc(NC(=O)CN(c2ccccc2OC)S(=O)(=O)c2cccs2)c1,0.2,-5,1.6,0,0.3,-8,-19,0
COc1cccc(/C=N/NC(=O)c2cc3c(OC)cccc3[nH]2)c1O,0.0,5,·,-2,0.1,-2,8,-1
CC(C)(C)OC(=O)N1CCC[C@H]1C(=O)Nc1ccc(C#N)cc1,0.1,-9,-2.8,-10,0.0,-5,4,·
O=C(c1cc2ccccc2o1)N1CCN(Cc2nc3ccccc3s2)CC1,1.3,-2,1.9,-3,0.1,-27,-6,5
CCn1cnc2cc(NCc3nc4ccccc4n3C)ccc21,·,2,1.7,3,·,2,0,0
COc1ccc(-c2cc(=O)c3ccc(O)cc3o2)cc1OC,·,-4,5.4,-8,·,-94,13,-1
COc1ccc(-c2cc3ccccc3cn2)cc1,0.1,·,-0.6,-5,0.2,8,·,0
Cc1ccc(S(=O)(=O)Nc2cccc(-c3ccc(N4CCCCCC4)nn3)c2)cc1,·,-4,-1.5,-8,0.1,-25,-8,3
CCC(C)N(C(=O)CSc1nnc(NC(C)C)s1)C1CCS(=O)(=O)C1 (centres undefined),·,-12,-8.4,7,0.0,4,17,-1
CC1(CCc2ccccc2)NC(=O)N(CC(=O)Nc2ccccc2)C1=O (centres undefined),-0.1,·,-2.0,·,-0.1,-14,-10,3
CC1=C(C(=O)N(C(C)C)C(C)C)CC(CC(=O)NCc2ccco2)C(=O)N1Cc1ccc(C(C)(C)C)cc1 (centres undefined),-0.1,-2,0.1,-2,0.0,-11,-27,2
CCN(C[C@H]1N[C@@](CC)(C(=O)OC)[C@H]2C(=O)N(C)C(=O)[C@@H]12)S(=O)(=O)c1ccc(C(C)(C)C)cc1,·,4,0.7,2,1.5,-21,·,1
Cc1ccccc1Nc1nc(Nc2ccccc2C)nc(SC2=NCCS2)n1,·,-1,5.6,-6,·,-16,2,-1
COc1ccc(CNC(=O)CN(C)S(=O)(=O)c2ccc(Br)s2)cc1,·,12,0.3,4,0.1,-5,1,-7
Cc1noc(C)c1NC(=O)N(C)C[C@@H]1OCCCC[C@H](C)Oc2ccc(NC(=O)Cc3ccccc3)cc2C(=O)N([C@H](C)CO)C[C@@H]1C,-0.2,-2,1.0,11,-1.1,0,10,-1
Cc1nnc(SCC(=O)NNC(=O)c2ccccc2)n1Cc1ccccc1,-0.1,-8,0.8,6,0.4,2,4,1
N/C(COc1ccc(Cl)cc1Cl)=N\O,0.3,2,1.9,·,0.0,-5,5,1
CCOC(=O)c1oc2ccccc2c1NC(=O)C1CCCCC1,·,1,1.4,·,·,-12,10,-2
COc1cc(NC(=O)c2ccccc2Cl)c2ncccc2c1,·,0,7.6,7,0.3,-11,21,2
CCOc1ccc2nc(NC(=O)CN3C(=O)NC4(CCCC4)C3=O)sc2c1,2.8,-2,0.2,·,0.0,-11,21,-3
COc1ccc(C(=O)c2oc3ccc(Br)cc3c2NC(C)=O)cc1,0.0,4,-2.0,13&2,1.2,-6,-6,-1
CC(C)N1CCC(N2CCN(Cc3ccc4nsnc4c3)CC2CCO)CC1 (centres undefined),·,·,-2.7,2,0.0,-19,11,-11
COc1ccccc1N(C(=O)c1snc(C(N)=O)c1N)C(C(=O)NC1CCCCC1)c1cccc(OC)c1OC (centres undefined),0.7,9,2.3,0,0.0,1,-6,-2
O=C(CSCCS(=O)(=O)c1ccc(Cl)cc1)Nc1ccccc1,-0.1,3,0.1,·,0.0,-8,14,-6
C[C@@H]1CN([C@H](C)CO)C(=O)Cc2cc(NC(=O)C3CCCCC3)ccc2O[C@@H]1CN(C)C(=O)Nc1ccc2c(c1)OCO2,-2.4,8,-0.5,-2,0.1,16,6,1
CN(CC(=O)Nc1ccc(F)cc1)C(=O)Cn1nnc(-c2ccccc2)n1,-0.8,3,0.4,-9,0.0,1,-21,3
Cc1ccc(C)c(N2CCN(C(=O)C3CCN(S(=O)(=O)c4c(C)noc4C)CC3)CC2)c1,-2.6,2,-3.2,-2,-0.2,-12,-39,0
c1csc(-c2nnc(NC3CCCCC3)c3ccccc23)c1,-0.9,15,0.9,7,0.0,-13,·,-7
CC1CCCCC1NC(=O)NC(=O)CCl (centres undefined),0.4,-1,·,-2,0.8,-2,4,-2
Clc1ccccc1N1CCN(Cc2c[nH]c3ccccc23)CC1,·,-5,2.4,9,0.0,7,·,2
Cc1cc(C)n(C)c(=O)c1C#N,·,9,1.9,·,0.5,-5,11,-1
C=CCN1C(=O)C(Cc2cccc(Cl)c2)S/C1=N/N=C/c1ccco1 (centres undefined),·,2,-0.2,-10,·,-13,2,3
C[C@H]1CN([C@@H](C)CO)C(=O)c2cccc(NS(=O)(=O)c3cn(C)cn3)c2O[C@H]1CN(C)Cc1ccc(Cl)c(Cl)c1,-1.9,13,-0.6,1,0.0,-8,-5,0
CO[C@H]1CN(C)C(=O)c2cc(NC(=O)Nc3ccc(Cl)cc3)ccc2OC[C@@H](C)NC[C@@H]1C,0.1,?,1.9,4,0.3,13,2,-1
CCCCCCC(NC(=O)Cc1ccc2ccccc2c1)C(=O)O (centres undefined),0.0,-10,4.8,-1,-0.1,-22,-6,1
O=C(CSc1ccc(Cl)cc1)Nc1cccc(-c2nc3ccccc3[nH]2)c1,0.4,·,-2.6,·,0.0,·,0,·
CCOC(=O)c1ccc(Oc2cn[nH]c2-c2ccc(O)cc2O)cc1,2.5,-2,3.0,12,0.1,-9,-21,2

(continued)
smiles,E-selectin induc,DENV2 CPE,CFTR F508del cor,RAD54 inh,Xi reactivation,RAD52 inh,INS-1E GSIS act,CASP6 VEID inh
Cc1ccc(S(=O)(=O)N(C)C[C@H]2Oc3ncc(Br)cc3C(=O)N([C@H](C)CO)C[C@H]2C)cc1,-0.1,-2,-0.7,1,0.2,11,-6,1
CCn1cc(Cl)c(C(=O)Nc2cccc(C(F)(F)F)c2)n1,9.9,4,4.2,·,0.0,-3,9,-3
Cc1noc(C)c1S(=O)(=O)N(CC(=O)N1CCCC1)c1ccc(C(C)C)cc1,·,-3,3.1,-7,0.0,-3,3,-2
COc1ccc2c3c([nH]c2c1)[C@@H](CO)N(Cc1cccc(F)c1)CC31CCN(Cc2ccccn2)CC1,-0.3,3,-0.6,·,0.2,-17,3,-1
Cc1ccc(NC2c3ccccc3C(=O)N2CCN2CCOCC2)cc1 (centres undefined),-0.1,1,0.5,-12,0.1,-13,·,1
Cc1ccc(C(=O)NCc2ccccn2)cc1NC1=NC2CS(=O)(=O)CC2S1 (centres undefined),2.0,-7,-9.2,-4,22*,-8,4,-2
O=C(CN1CCN(c2ccc(F)cc2)CC1)N1CCC(Cc2ccccc2)CC1,·,-9,·,14,·,-6,-25,1
C[C@@H]1CN([C@H](C)CO)C(=O)c2cc(NC(=O)CCCN(C)C)ccc2O[C@@H]1CN(C)C(=O)Nc1ccccc1,-0.2,0,-3.5,·,-0.4,-15,23,1
Cc1ccc(S(=O)(=O)N2CCN=C2SCc2c(F)cccc2Cl)cc1,·,-1,-4.8,0,0.3,-24,26,-2

Screening results deposited in PubChem BioAssay by Broad Institute.
